Growth percent in the NCI-60 one-dose screen (48 h, 10 µM unless noted): 100 = growth as untreated, 0 = no growth, -100 = all killed.
SK-MEL-2 = SK-MEL-2 melanoma. 77,000 tested, 4.7% active
LOX IMVI = LOX IMVI melanoma; 79,000 tested, 7.4% active; AID 1794757
SK-MEL-28 = SK-MEL-28 melanoma; AID 1794761; 81,000 tested, 4.1% active
MALME-3M = MALME-3M melanoma; AID 1794766; 78,000 tested, 5.8% active
SK-MEL-5 = SK-MEL-5 melanoma; AID 1794755; 80,000 tested, 6.4% active
HS 578T = HS 578T breast cancer. 78,000 tested, 4.1% active. AID 1794788
UACC-257 = UACC-257 melanoma | 78,000 tested, 4.4% active
UACC-62 = UACC-62 melanoma; 81,000 tested, 5.4% active
* = called active by the depositor. The calls were made as follows: active = growth percent below 10; inactive = the rest.

Start of the listing, in advance:
How did CCCCCCCCCCCCCCCC(=O)OCC(O)[C@H]1OC(=O)C(O)=C1O (some centres not stated) do in these assays?
SK-MEL-2: 109; LOX IMVI: 98; SK-MEL-28: 103; MALME-3M: 128; SK-MEL-5: 104; UACC-257: 106; UACC-62: 100

How did COc1ccc2c(c1)CCCC21C(=O)Nc2ccc(F)cc21 (configuration not stated) do in these assays?
SK-MEL-2: 94; LOX IMVI: 101; SK-MEL-28: 115; MALME-3M: 98; SK-MEL-5: 98; HS 578T: 102; UACC-257: 104; UACC-62: 94

How did CCOC(=O)CCN1CCN(c2cccc(C)c2)CC1 do in these assays?
SK-MEL-2: 102; LOX IMVI: 97; SK-MEL-28: 100; MALME-3M: 93; SK-MEL-5: 98; HS 578T: 104; UACC-257: 95; UACC-62: 90

Results for CCn1c(SCC(=O)Nc2ccc(S(=O)(=O)Nc3ccc(Cl)nn3)cc2)nc2ccccc2c1=O ?
SK-MEL-2: 111; LOX IMVI: 102; SK-MEL-28: 106; MALME-3M: 113; SK-MEL-5: 106; HS 578T: 103; UACC-257: 117; UACC-62: 100

What do the screens show for `CN(C)CCCOc1c2ccc(Cl)cc2nc2c1oc1ccccc12`?
SK-MEL-2: -88*; LOX IMVI: -85*; SK-MEL-28: -76*; MALME-3M: -81*; SK-MEL-5: -98*; HS 578T: 5.2*; UACC-257: -19*; UACC-62: -74*

What do the screens show for `Cc1c(Cc2ccccc2)c(=O)oc2c(C)c(OCC(=O)NN3C(=O)CCC3=O)ccc12`?
SK-MEL-2: 103; LOX IMVI: 95; SK-MEL-28: 115; MALME-3M: 104; SK-MEL-5: 98; HS 578T: 95; UACC-257: 91; UACC-62: 90

This part in full, repeating the preview:
How did CCCCCCCCCCCCCCCC(=O)OCC(O)[C@H]1OC(=O)C(O)=C1O (some centres not stated) do in these assays?
SK-MEL-2: 109; LOX IMVI: 98; SK-MEL-28: 103; MALME-3M: 128; SK-MEL-5: 104; UACC-257: 106; UACC-62: 100

How did COc1ccc2c(c1)CCCC21C(=O)Nc2ccc(F)cc21 (configuration not stated) do in these assays?
SK-MEL-2: 94; LOX IMVI: 101; SK-MEL-28: 115; MALME-3M: 98; SK-MEL-5: 98; HS 578T: 102; UACC-257: 104; UACC-62: 94

How did CCOC(=O)CCN1CCN(c2cccc(C)c2)CC1 do in these assays?
SK-MEL-2: 102; LOX IMVI: 97; SK-MEL-28: 100; MALME-3M: 93; SK-MEL-5: 98; HS 578T: 104; UACC-257: 95; UACC-62: 90

Results for CCn1c(SCC(=O)Nc2ccc(S(=O)(=O)Nc3ccc(Cl)nn3)cc2)nc2ccccc2c1=O ?
SK-MEL-2: 111; LOX IMVI: 102; SK-MEL-28: 106; MALME-3M: 113; SK-MEL-5: 106; HS 578T: 103; UACC-257: 117; UACC-62: 100

What do the screens show for `CN(C)CCCOc1c2ccc(Cl)cc2nc2c1oc1ccccc12`?
SK-MEL-2: -88*; LOX IMVI: -85*; SK-MEL-28: -76*; MALME-3M: -81*; SK-MEL-5: -98*; HS 578T: 5.2*; UACC-257: -19*; UACC-62: -74*

What do the screens show for `Cc1c(Cc2ccccc2)c(=O)oc2c(C)c(OCC(=O)NN3C(=O)CCC3=O)ccc12`?
SK-MEL-2: 103; LOX IMVI: 95; SK-MEL-28: 115; MALME-3M: 104; SK-MEL-5: 98; HS 578T: 95; UACC-257: 91; UACC-62: 90

How did Fc1c[c-]c(-c2ccccn2)c(F)c1.Fc1c[c-]c(-c2ccccn2)c(F)c1.[Cl][Pt+].[Cl][Pt+].c1ccc([PH+](C[PH+](c2ccccc2)c2ccccc2)c2ccccc2)cc1 do in these assays?
SK-MEL-2: 8.6*; LOX IMVI: 20; SK-MEL-28: 16; MALME-3M: -41*; SK-MEL-5: -71*; HS 578T: 26; UACC-257: -0.3*; UACC-62: 3.6*

How did COc1ccc(C(=O)c2oc3nc(-c4cccnc4)cc(-c4ccc(OC)c(OC)c4)c3c2N)cc1 do in these assays?
SK-MEL-2: 104; LOX IMVI: 96; SK-MEL-28: 107; MALME-3M: 98; SK-MEL-5: 95; HS 578T: 95; UACC-257: 102; UACC-62: 106

Results for CN(C)c1nc(-c2cccs2)n2nc(-c3ccco3)cc2n1 ?
SK-MEL-2: 93; LOX IMVI: 78; SK-MEL-28: 117; MALME-3M: 121; SK-MEL-5: 94; HS 578T: 99; UACC-257: 113; UACC-62: 90

What do the screens show for `O=[N+]([O-])c1ccc(-c2nnc(Cn3c(COc4cccc5ccccc45)nc4ccccc43)o2)cc1`?
SK-MEL-2: 89; LOX IMVI: 96; SK-MEL-28: 110; MALME-3M: 99; SK-MEL-5: 100; HS 578T: 95; UACC-257: 95; UACC-62: 87

What do the screens show for `Cc1cccc(C)c1NC(=O)c1sc2nc3c(cc2c1N)C(=O)CCC3`?
SK-MEL-2: 70; LOX IMVI: 91; SK-MEL-28: 81; MALME-3M: 75; SK-MEL-5: 58; HS 578T: 93; UACC-257: 74; UACC-62: 67

Results for O=c1cn[nH]c2ccccc12 ?
SK-MEL-2: 119; LOX IMVI: 94; SK-MEL-28: 104; MALME-3M: 109; SK-MEL-5: 105; HS 578T: 96; UACC-257: 108; UACC-62: 98

Results for N#CC1=C(N)OC(c2ccc([N+](=O)[O-])cc2)C1(C#N)C#N (configuration not stated) ?
SK-MEL-2: 98; LOX IMVI: 101; MALME-3M: 96; SK-MEL-5: 96; HS 578T: 110; UACC-257: 102; UACC-62: 96

What do the screens show for `COc1cc(NC(=O)CSc2nc3ccccc3c(=O)n2Cc2ccccc2)cc(OC)c1OC`?
SK-MEL-2: 97; LOX IMVI: 91; SK-MEL-28: 108; MALME-3M: 84; SK-MEL-5: 99; HS 578T: 56; UACC-257: 108; UACC-62: 94

Results for O=C1OCC2=C1C(c1ccccc1)c1cc3c(cc1N2CCO)CCC3 (configuration not stated) ?
SK-MEL-2: 17; LOX IMVI: 28; SK-MEL-28: 43; MALME-3M: 50; SK-MEL-5: -29*; HS 578T: 3.9*; UACC-257: 62; UACC-62: 32

How did Cc1ccc(NC(=O)NCc2ccco2)cc1[N+](=O)[O-] do in these assays?
SK-MEL-2: 105; LOX IMVI: 105; SK-MEL-28: 103; SK-MEL-5: 91; HS 578T: 100; UACC-257: 99; UACC-62: 94

What do the screens show for `COc1ccc(NC(=O)c2cc(-c3cccc(Cl)c3)no2)cc1`?
SK-MEL-2: 102; LOX IMVI: 78; SK-MEL-28: 125; MALME-3M: 100; SK-MEL-5: 93; HS 578T: 111; UACC-257: 101; UACC-62: 93

What do the screens show for `COc1ccc(-c2cn(C(=O)c3ccc(C(F)(F)F)cc3)nc2N)cc1`?
SK-MEL-2: 89; LOX IMVI: 90; SK-MEL-28: 104; MALME-3M: 98; SK-MEL-5: 97; HS 578T: 97; UACC-257: 103; UACC-62: 98

What do the screens show for `O=C(Cc1c[nH]c2ccccc12)N=Nc1c(O)n(Cc2ccccc2)c2ccccc12`?
SK-MEL-2: 90; LOX IMVI: 98; SK-MEL-28: 106; MALME-3M: 101; HS 578T: 98; UACC-257: 101; UACC-62: 94

How did CC1=NN(c2cccc(Cl)c2)C(=O)/C1=C\c1cn(C[C@@H](O)Cn2c3ccccc3c(=O)c3ccccc32)c2ccccc12 do in these assays?
SK-MEL-2: 102; LOX IMVI: 95; SK-MEL-28: 101; MALME-3M: 95; SK-MEL-5: 98; HS 578T: 96; UACC-257: 92; UACC-62: 93

Results for O=C(CCn1cnc2c(cc(-c3ccccc3)n2-c2ccccc2)c1=O)Nc1ccc(F)cc1 ?
SK-MEL-2: 85; LOX IMVI: 79; SK-MEL-28: 81; MALME-3M: 51; SK-MEL-5: 77; HS 578T: 63; UACC-257: 86; UACC-62: 63

What do the screens show for `CCC(CC)(C(=O)Nc1ccc2nc(C)cc(N)c2c1)C(=O)Nc1ccc2nc(C)cc(N)c2c1`?
SK-MEL-2: 112; LOX IMVI: 95; SK-MEL-28: 111; MALME-3M: 110; SK-MEL-5: 108; HS 578T: 94; UACC-257: 115; UACC-62: 100

How did Cc1cccc(C)c1[C@H]1C[C@](C)(O)[C@@H]2CC[C@@H](C)C[C@H]2O1 do in these assays?
SK-MEL-2: 107; LOX IMVI: 92; SK-MEL-28: 96; MALME-3M: 98; SK-MEL-5: 101; HS 578T: 105; UACC-257: 96; UACC-62: 95

Results for O=[N+]([O-])c1ccc(N2COc3ccc4ccccc4c3C2)cc1 ?
SK-MEL-2: 120; LOX IMVI: 83; SK-MEL-28: 101; MALME-3M: 89; SK-MEL-5: 102; HS 578T: 108; UACC-257: 93; UACC-62: 58

What do the screens show for `O=C(Nc1ccc(Oc2ccc(F)cc2)c(Cl)c1)c1ccccn1`?
SK-MEL-2: 105; LOX IMVI: 96; SK-MEL-28: 114; MALME-3M: 101; SK-MEL-5: 98; HS 578T: 100; UACC-257: 112; UACC-62: 88

What do the screens show for `CC(Oc1ccc(C(=O)NS(=O)(=O)c2ccccc2Cl)cc1C(F)(F)F)c1ccc(Oc2ccccc2)cn1` (configuration not stated)?
SK-MEL-2: 106; SK-MEL-28: 107; MALME-3M: 99; SK-MEL-5: 99; HS 578T: 107; UACC-257: 107; UACC-62: 96

How did COc1ccc(C2=Nc3c(N)nc(N)nc3NC(c3cccc(Nc4ccnc5cc(Cl)ccc45)c3)C2)cc1 (configuration not stated) do in these assays?
SK-MEL-2: 95; LOX IMVI: 88; SK-MEL-28: 103; MALME-3M: 104; SK-MEL-5: 96; HS 578T: 82; UACC-257: 103; UACC-62: 98

What do the screens show for `O=C(/C=C/c1ccccc1)C(Br)C(Br)c1ccccc1` (configuration not stated)?
SK-MEL-2: 41; LOX IMVI: -69*; SK-MEL-28: 11; MALME-3M: -54*; SK-MEL-5: 39; HS 578T: 100; UACC-257: 23; UACC-62: 5.9*

Results for C/C(=N\NS(=O)(=O)c1ccc(C)cc1)c1ccncc1 ?
SK-MEL-2: 112; LOX IMVI: 91; SK-MEL-28: 111; MALME-3M: 102; SK-MEL-5: 100; HS 578T: 107; UACC-257: 103; UACC-62: 115

What do the screens show for `O=C(c1ccccc1)c1ccc(Cl)c(Cl)c1`?
SK-MEL-2: 108; LOX IMVI: 96; SK-MEL-28: 117; MALME-3M: 99; SK-MEL-5: 99; HS 578T: 87; UACC-62: 101

How did Cc1ccc(C(C)(C)c2ccc(N)cc2)cc1 do in these assays?
SK-MEL-2: 112; LOX IMVI: 99; SK-MEL-28: 113; MALME-3M: 101; SK-MEL-5: 99; HS 578T: 107; UACC-257: 125; UACC-62: 104

How did COc1ccc(-c2c(C(=O)NS(=O)(=O)C(C)C)n(Cc3cccc(C)c3)c3ccccc23)cc1 do in these assays?
SK-MEL-2: 91; LOX IMVI: 94; SK-MEL-28: 92; MALME-3M: 89; SK-MEL-5: 91; HS 578T: 105; UACC-257: 77; UACC-62: 92

How did Cc1[nH]cnc1CNc1ccc2ncc(C#N)c(Nc3ccc(F)c(Cl)c3)c2c1 do in these assays?
SK-MEL-2: 57; LOX IMVI: 90; SK-MEL-28: 109; MALME-3M: 94; SK-MEL-5: 90; HS 578T: 99; UACC-257: 90; UACC-62: 93

What do the screens show for `O=C1C(Br)=C(c2ccccc2)C(=O)C(Br)=C1c1ccccc1`?
SK-MEL-2: 100; LOX IMVI: 98; SK-MEL-28: 107; MALME-3M: 114; SK-MEL-5: 98; HS 578T: 97; UACC-257: 96; UACC-62: 83

What do the screens show for `CCOc1ccc(/C=C2\NC(=S)NC2=O)cc1`?
SK-MEL-2: 111; LOX IMVI: 100; SK-MEL-28: 113; MALME-3M: 117; SK-MEL-5: 102; HS 578T: 112; UACC-257: 117; UACC-62: 109

What do the screens show for `O=C(O)CN(CCOCCOCCN(CC(=O)O)CC(=O)O)CC(=O)O`?
SK-MEL-2: 99; LOX IMVI: 96; SK-MEL-28: 115; SK-MEL-5: 102; HS 578T: 114; UACC-257: 106

What do the screens show for `O=C(O)CNc1ccc(Cl)c(Cl)c1`?
SK-MEL-2: 93; LOX IMVI: 96; SK-MEL-28: 109; MALME-3M: 94; SK-MEL-5: 98; HS 578T: 88; UACC-257: 86; UACC-62: 86

How did COc1ccc(/C=C/c2nc(-c3n[nH]c(=O)n3-c3ccccc3)c3ccccc3n2)cc1 do in these assays?
SK-MEL-2: 99; LOX IMVI: 97; SK-MEL-28: 106; MALME-3M: 94; HS 578T: 100; UACC-257: 106; UACC-62: 87

How did Cc1ccc2nc(-c3ccc(-n4on4-c4ccc(/C=C/c5ccc(-n6on6-c6ccc(-c7nc8ccc(C)cc8s7)cc6)cc5S(=O)(=O)O)c(S(=O)(=O)O)c4)cc3)sc2c1 do in these assays?
SK-MEL-2: 112; LOX IMVI: 97; SK-MEL-28: 107; MALME-3M: 101; SK-MEL-5: 107; HS 578T: 116; UACC-257: 110; UACC-62: 105

What do the screens show for `CC1(C)CC(=O)c2c(nc3ccc(Cl)cc3c2-c2ccccc2)C1`?
SK-MEL-2: 81; LOX IMVI: 93; SK-MEL-28: 174; SK-MEL-5: 73; HS 578T: 158; UACC-257: 106; UACC-62: 75

How did Oc1c(-c2[nH]c3ccccc3c2O)[nH]c2ccccc12 do in these assays?
SK-MEL-2: 112; LOX IMVI: 90; SK-MEL-28: 114; MALME-3M: 112; HS 578T: 100; UACC-257: 115; UACC-62: 103

Results for O=[N+]([O-])c1cccc(-c2nnc(CSc3nnc(-c4ccccc4Cl)o3)o2)c1 ?
SK-MEL-2: 119; LOX IMVI: 105; SK-MEL-28: 109; MALME-3M: 114; SK-MEL-5: 104; HS 578T: 105; UACC-257: 103; UACC-62: 97

How did COc1ccc(-c2c3c(N)c4c(nc3nc3c2c(C)nn3-c2ccccc2)CCC4)cc1 do in these assays?
SK-MEL-2: 90; LOX IMVI: 97; SK-MEL-28: 104; MALME-3M: 112; SK-MEL-5: 100; HS 578T: 91; UACC-257: 91; UACC-62: 97

What do the screens show for `Cc1c(Cl)ccc(O)c1[N+](=O)[O-]`?
SK-MEL-2: 107; LOX IMVI: 104; SK-MEL-28: 102; MALME-3M: 107; SK-MEL-5: 92; HS 578T: 96; UACC-257: 104; UACC-62: 100

Screens: PubChem, NCI
